# Screening results: PubChem BioAssay, National Center for Advancing Translational Sciences (NCATS)
# SNCA expr inh – inhibitors of alpha-synuclein (SNCA) gene expression. Potency, µM (titrated, usually from 57.2 µM), for the others: at the top dose activity change, negative = inhibition, most hits filed as inhibitors. AID 1671194. HEK-293 SNCA-luciferase knock-in, luminescence, 24 h. 140,000 tested, 0.17% active;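 also: potency is read from the fitted curve at half-maximal effect; plate controls were DMSO cells for no effect and cell-free wells for full effect; nearly all actives have a fitted effect of over 45% in size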
# GPT2 inhibitor – GPT2 alanine aminotransferase inhibition | Q8TD30 | Recombinant GPT2, coupled pyruvate oxidase/HRP Amplex Red fluorescence | Potency, µM (series often up to 57.7 µM), for inactives: top-dose activity change, negative = inhibition, actives largely listed as inhibitors | 100,000 tested, 0.25% active; also: potency is read from the fitted curve at half-maximal effect; nearly all actives have a fitted effect of over 60% in size; many of its hits are not listed in these tables
# Target sequence (Q8TD30 whole entry, looked up): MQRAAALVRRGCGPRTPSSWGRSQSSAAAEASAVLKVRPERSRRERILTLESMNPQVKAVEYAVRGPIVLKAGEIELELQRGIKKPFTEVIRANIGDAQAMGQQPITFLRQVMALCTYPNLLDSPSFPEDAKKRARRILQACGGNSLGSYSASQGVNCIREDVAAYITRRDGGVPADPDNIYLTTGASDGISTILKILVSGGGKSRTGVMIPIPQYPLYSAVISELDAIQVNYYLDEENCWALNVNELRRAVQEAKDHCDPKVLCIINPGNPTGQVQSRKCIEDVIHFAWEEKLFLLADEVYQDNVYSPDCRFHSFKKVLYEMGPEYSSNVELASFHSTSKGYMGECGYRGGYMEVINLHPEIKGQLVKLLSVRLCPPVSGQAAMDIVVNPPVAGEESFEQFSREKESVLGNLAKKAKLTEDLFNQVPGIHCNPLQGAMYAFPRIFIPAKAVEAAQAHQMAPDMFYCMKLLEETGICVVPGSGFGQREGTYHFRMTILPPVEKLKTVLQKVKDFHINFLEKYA
#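 Fluorescence of coupled pyruvate oxidase/HRP/Amplex Red system (50uM Amplex, 30 min, dark) reports pyruvate formed by GPT2. Enzyme reaction: 10ng/uL GPT2, 2mM L-alanine, 250uM a-KG, 30 min room temperature, pH 7.5; 50uM AOA control.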
# IP6K1 inhibitor – IP6K1 kinase inhibition; IP6K1 kinase, ADP-Glo luminescence, 2 h; hits give low values; activity change, % (series mostly up to about 58 µM); 140,000 tested, 0.81% active; AID 1645851; in the data active = activity change below about -25%
# Target sequence (Q92551 whole entry, looked up): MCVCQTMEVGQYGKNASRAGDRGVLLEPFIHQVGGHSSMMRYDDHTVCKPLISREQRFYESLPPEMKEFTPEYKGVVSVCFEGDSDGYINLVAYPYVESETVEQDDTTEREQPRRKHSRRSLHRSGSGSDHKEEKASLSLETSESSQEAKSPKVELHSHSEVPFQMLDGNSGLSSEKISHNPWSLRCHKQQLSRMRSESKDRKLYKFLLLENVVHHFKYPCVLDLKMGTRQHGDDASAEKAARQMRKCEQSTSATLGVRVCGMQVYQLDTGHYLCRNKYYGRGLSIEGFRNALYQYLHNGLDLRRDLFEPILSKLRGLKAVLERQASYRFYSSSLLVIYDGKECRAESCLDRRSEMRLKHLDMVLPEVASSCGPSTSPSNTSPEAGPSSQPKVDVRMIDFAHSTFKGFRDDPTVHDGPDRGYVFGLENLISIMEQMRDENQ
#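 ADP-Glo luminescence measures ADP made by human IP6K1 during a 2 h RT reaction with ATP/IP6 (mix at 1.3 mM/130 uM); top library doses 57.5 and 19.1 uM final.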
# HEK cytotox – cytotoxic compounds in HEK 293 cells. HEK 293 viability, ATP luminescence (CellTiter-Glo), 48-72 h. Potency, µM (series often up to 115 µM), inactives show top-dose activity change, negative = cytotoxicity, hits mostly inhibitors. 94,000 tested, 6.6% active; also: potency is read from the fitted curve at half-maximal effect; nearly all actives have a fitted effect of over 60% in size
#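 CellTiter-Glo luminescence (cellular ATP) was read after 48 or 72 hr of compound exposure at 37 degree Celsius. Cells were HEK 293 plated at 250 cells/well.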
# HEK293 viab – counter-screen for SNCA expression inhibitors: cell viability; HEK-293-SNCA-luc viability, GF-AFC fluorescence, 24 h; Potency, µM (series often up to 57.1 µM), inactives show top-dose activity change, negative = cytotoxicity, actives largely listed as cytotoxic; AID 1671193; 150,000 tested, 0.12% active;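 also: potency is read from the fitted curve at half-maximal effect; 0% = DMSO-treated cells and -100% = medium-only wells without cells; nearly all actives have a fitted effect of over 30% in size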
#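 HEK-293-SNCA-luc cells (1500/well) plated 24 h, then exposed 24 h to a dilution series; GF-AFC added 30 min at 37C, fluorescence 405/540 nm; normalised to medium-only and DMSO wells, Hill fit.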
# Luciferase inh – blocks purified firefly luciferase enzyme activity; P08659; purified P. pyralis luciferase, luminescence, biochemical; Potency, µM (series often up to 115 µM), for inactives: at the highest dose activity change, negative = inhibition, hits mostly inhibitors; 76,000 tested, 2.5% active; AID 1347043; also: potency is read from the fitted curve at half-maximal effect; nearly all actives have a fitted effect of over 65% in size
#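 Inhibitors were tested against purified firefly luciferase in a biochemical, low-substrate format (both substrates at 10uM) and luminescence measured with a CCD imager.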
# 3T3 cytotox – cytotoxic compounds in NIH 3T3 cells | NIH 3T3 viability, CellTiter-Glo ATP luminescence, 48-72 h | Potency, µM (titrated, usually from 96.7 µM), without a hit: top-dose activity change, negative = cytotoxicity, usual class: inhibitors | 94,000 tested, 4.3% active | AID 1345082; also: potency is read from the fitted curve at half-maximal effect; nearly all actives have a fitted effect of over 55% in size
#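 Viability of NIH 3T3 cells after 48 or 72 hr compound treatment at 37 °C was assessed by CellTiter-Glo, with luminescence imaged following a 10 min room-temperature step.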
# * marks the source's active call; other numbers are inactive results; i = inactive; ? = inconclusive; / = no result given; & = joins results of further samples; [ ] = another dose, or the depositor's remark. Unless noted, calls follow the shape of the dose curve; as a rule, active = well fitted curve in the direction sought with a large enough effect; inconclusive = small, poorly fitted or top-dose-only effect, or another doubt; inactive = no such curve, though single readings can be large; an effect the other way counts as inactive or inconclusive. Unless noted, % is scaled to controls: 0 for no effect and ±100 for the full control effect.
compound | SNCA expr inh | GPT2 inhibitor | IP6K1 inhibitor | HEK cytotox | HEK293 viab | Luciferase inh | 3T3 cytotox
CC1CCCN(c2ncnc3c2CN(c2cccnc2)C(=O)CN3C)C1 (configuration not stated) | 20% | -19% | -7 | -24% | -13% | 2% | -17%
Cc1cc(C)n(-c2nc3ccccc3nc2Nc2ccc(N(C)C)cc2)n1 | -4% | / | -14 | / | -9% | / | /
Cc1ccc(S(=O)(=O)N2CCc3cc(C(=O)N(C)Cc4ccccc4)ccc32)cc1 | ? | / | 5 | / | ? | / | /
COc1cccc(CNC(=O)Cn2ncc3c(=O)oc4ccccc4c32)c1 | -8% | / | -8 | / | 0% | / | /
CCCc1noc(Cn2nc(-c3ccccc3)c3ccccc3c2=O)n1 | 15% | 1% | 5 | -31% | 8% | 2% | -29%
CCOc1ccccc1NC(=O)Cn1c(=O)n(Cc2ccccc2)c(=O)c2c(C)c(C)sc21 | -11% | / | 7 | / | -6% | / | /
CCn1c2ccccc2c2cc(CN3CCN(Cc4ccccc4F)CC3)ccc21 | -11% | / | -26* | / | 12% | / | /
COCCn1ncc(N2CCCC(CC(=O)Nc3cc(C)ccc3OC)C2)cc1=O (configuration not stated) | 8% | i | 12 | -16% | -2% | -1% | -15%
CCOCCSc1c(C)cnc2c1c(=O)n(C)c(=O)n2C | 221%[activator] | / | 14 | / | 4% | / | /
COc1ccc(-c2noc(-c3ccc(NCc4cccnc4)c([N+](=O)[O-])c3)n2)cc1OC | 55%[activator] | / | 23 | / | -4% | / | /
O=C(CC1CCCN(c2cn[nH]c(=O)c2)C1)Nc1cccc(Cl)c1 (configuration not stated) | 4% | i | 13 | -23% | -2% | -2% | ?
OC[C@H]1O[C@@H](n2cnc3c(Nc4ccccc4)ncnc32)[C@H](O)[C@@H]1O | 184%[activator] | -12% | / | / | 8% | / | /
O=C1[C@@H]2C[C@@H](CN2Cc2ccc(F)cc2)Oc2ccccc2N1CC1CC1 | -14%[87.6 µM] | -22%[88.5 µM] | 7 | ? | -10%[87.6 µM] | 1%[172 µM] | ?
COC[C@@H]1CN(C(=O)CCc2ccccc2)C[C@H]1C(N)=O | 5% | i | -8 | -20% | 17% | -13% | ?
Cc1ccc(C(=O)N2CCn3c(nn(-c4ccc([N+](=O)[O-])cc4)c3=O)C2)cc1 | -16% | i | 10 | -2% | 3% | -8% | -28%
O=C(Nc1ccc(Cl)cc1)N1Cc2[nH]cnc2C[C@H]1c1nc(-c2ccc(OC(F)(F)F)cc2)no1 | ? | -18% | 7 | 20µM* | ? | -14% | 25µM*
C[C@H]1[C@@H]2[C@@H](O)C([C@H](C)C(=O)NC3CCCCC3)CC[C@@]2(C)CC[C@@H]1NC(=O)c1cncnc1 (some centres not stated) | 12% | i | -8 | 0% | -4% | -5% | 3%
COc1ccc(-c2cccc(COc3cnc4c(ccn4CC(=O)O)c3)c2)c(C)c1 | 5%[87.6 µM] | 1%[88.5 µM] | -9 | ? | 8%[87.6 µM] | -8%[172 µM] | ?
O=C(C1CCCCC1)N1CC(=O)N2CCc3ccccc3C2C1 (configuration not stated) | -1% | 0%&1% | 4 | / | -2% | / | /
CCOC(=O)c1ccc(N2C(=O)c3n[nH]c(-c4cccs4)c3C2c2cccc(O)c2)cc1 (configuration not stated) | ? | / | 2 | / | ? | / | /
CCCn1cc(S(=O)(=O)c2ccc(CC)cc2)c(=O)c2cc(F)c(N3CCN(C)CC3)cc21 | 14% | / | 12 | / | ? | / | /
CCN(CC)c1ccc(CNC(=O)c2ccc3c(c2)n(C)c(=O)c2ccnn23)cc1 | 17% | -27% | 15 | ? | -2% | -3% | ?
CC(C)N1CCOC[C@H]1c1ncc(-c2ccc(F)cc2)[nH]1 | 3%[87.6 µM] | -4%[88.5 µM] | -2 | -27%[230 µM] | -3%[87.6 µM] | -6%[230 µM] | -25%[174 µM]
O=S(=O)(Nc1ccccc1N1CCCCC1)c1ccc(Cl)s1 | / | 0% | 16 | / | 2% | / | /

# 2 compounds picked at random from the list so far, as already listed:
compound | SNCA expr inh | GPT2 inhibitor | IP6K1 inhibitor | HEK cytotox | HEK293 viab | Luciferase inh | 3T3 cytotox
COCCn1ncc(N2CCCC(CC(=O)Nc3cc(C)ccc3OC)C2)cc1=O (configuration not stated) | 8% | i | 12 | -16% | -2% | -1% | -15%
CCCc1noc(Cn2nc(-c3ccccc3)c3ccccc3c2=O)n1 | 15% | 1% | 5 | -31% | 8% | 2% | -29%

# Additional results follow.
compound | SNCA expr inh | GPT2 inhibitor | IP6K1 inhibitor | HEK cytotox | HEK293 viab | Luciferase inh | 3T3 cytotox
O=C(CCn1c(=O)c2cccn2c2ccc(F)cc21)NCCc1ccc(Cl)cc1 | 2% | / | 7 | / | -1% | / | /
CC(C)NC(=O)C[C@@H]1C[C@H]2O[C@H](CNCc3ccccc3OC(F)(F)F)[C@@H](O)[C@H]2O1 | 2%[87.6 µM] | i | 5 | -3%[172 µM] | 0%[87.6 µM] | -1%[172 µM] | -2%[174 µM]
Cc1ccc(CNC(=O)c2cccc3c2CCN3C(=O)c2ccc(F)cc2)o1 | 29% | i | -8 | ? | -8% | 25% | -14%
N#Cc1ccc(CN2CCCC3(CC(c4ccccn4)=NO3)C2)cc1 (configuration not stated) | 2% | ? | -4 | ? | -7% | / | -24%
CCc1ccc(-c2nc(CN3CCC(C(=O)NCCc4ccc(Cl)cc4)CC3)c(C)o2)cc1 | 34%[activator] | / | 5 | / | 17% | / | /
CCN(CC)C(=O)N1CCOC(c2ccc3cc(OC)ccc3c2)C1 (configuration not stated) | -35% | 5% | 19 | ? | -8% | 1.6µM* | ?
Cc1csc(NC(=O)c2sc3nc4c(c(C(F)(F)F)c3c2N)CCC4)n1 | ? | 5% | 15 | / | 9%&4% | / | /
O=C(Nc1ccc(-c2nnc3n2CCCC3)cc1)c1ccncc1 | -24% | i | 24 | -2% | 6% | -5% | -14%
CN1CCN(C(=O)N2CCC3(CC2)CN([S+](C)(=O)[O-])Cc2ccccc2O3)CC1 | 4% | i | 14 | ? | 4% | / | -5%
Cc1ccc(C(=O)N2CCC(Oc3ccc(C(=O)N(C)C)cn3)CC2)s1 | -18% | -3% | 26 | ? | 7% | -6% | -17%
COc1ccc(OC)c(NC(=O)CC(=O)Nc2ccc3nc4n(c(=O)c3c2)CCCCC4)c1 | 91%[activator] | / | -20 | / | 0% | / | /
O=C(Cc1ccc(Cl)cc1)N1CCN(C(=O)c2nc3cccnc3n(C3CC3)c2=O)CC1 | 2% | i | 1 | i | 7% | / | -11%
O=C1CN(C(=O)COc2ccc(Cl)cc2)C(c2ccc(F)cc2)c2cc(Cl)ccc2N1 (configuration not stated) | -20% | / | -11 | / | -26% | / | /
CC(C)Cc1cc(CC2(NC3CCOCC3)COC2)no1 | -29%[87.6 µM] | i | 17 | i | 2%[87.6 µM] | 9%[172 µM] | i
COCCn1c(SCC(=O)Nc2ccc(Br)cc2)nc2c([nH]c3ccccc32)c1=O | 0% | / | -9 | / | -7% | / | /
CS(=O)(=O)N1CC2(CCN(CC3CC3)CC2)Cc2ccccc21 | ? | 1% | 9 | -5% | 9% | / | 3%
COc1cccc(CN2CCn3c(nn(-c4ccncc4)c3=O)C2)c1 | -26% | 0% | -5 | ? | -18% | 2% | ?
CS(=O)(=O)N1CCC(OC2CCN(C(=O)c3ccccc3Cl)CC2)CC1 | 22% | i | -2 | 0% | 7% | ? | -13%
Cc1nc2c(C(=O)N3CCC(c4cc(CC(=O)O)[nH]n4)CC3)cccc2[nH]1 | -7% | i | 9 | 2% | 3% | 11% | 4%
Cc1c(C(=O)Nc2ccccc2Cl)oc2ccc(S(=O)(=O)N3CCCCCC3)cc12 | -10% | / | 10 | / | -5% | / | /
COc1ccccc1CC(=O)N1CCCc2ncc(C(=O)Nc3ccc4[nH]ccc4c3)cc21 | -8%[87.6 µM] | -9%[88.5 µM] | 7 | ? | ? | ? | ?
O=c1c(-c2cc(-c3ccccc3)nc3c2COc2ccccc2-3)coc2ccc(Cl)cc12 | 4% | / | -11 | / | 16% | / | /
COCc1nc(-c2ccc(OC3CCN(S(=O)(=O)c4c(C)noc4C)C3)cc2)no1 (configuration not stated) | -8% | 4% | 7 | ? | -2% | -1% | -18%
CC(C)C(=O)NC1CCN(C(=O)N2CC3CC(C2)[C@H]2CCCC(=O)N2C3)CC1 (some centres not stated) | -1% | -8% | 0 | 0% | 1% | 2% | i
COc1cccc(-c2nnnn2[C@H]2CO[C@H]3[C@@H]2OC[C@@H]3NS(=O)(=O)c2cccs2)c1 | 7% | -4% | 1 | -9% | 1% | -5% | -7%
COc1ccc(NC(=O)N2C[C@@H](F)C[C@H]2C(=O)N2CCCCC2)cc1OC | -25% | i | 0 | -2% | 2% | -4% | i
CCOc1ccc(C(=O)N[C@@H]2CN(C)C[C@H]2CN(C)C)cc1OCC | 12% | i | -11 | -9% | -1% | -10% | -15%
COc1ccccc1CN[C@H]1CC(C)(C)[C@@H]2C[C@@](C)(O)CC[C@]12CCC(=O)NCCc1c[nH]c2ccccc12 | ? | ? | 1 | 28µM* | ? | -5% | 28µM*
COc1ccc(NC(=O)CN(C)S(=O)(=O)c2ccc3[nH]c4c(c3c2)CCCC4)cc1Cl | ? | / | 9 | / | -19% | / | /
Cc1oc2c(c1C(=O)Nc1cccc(Br)c1)C1=NCCN1C=N2 | -5% | / | 23 | / | -8% | / | /
O[C@@H]1C[C@@H](c2nc(-c3ccccn3)no2)N(Cc2cc3ccccc3o2)C1 | 94%[activator][87.6 µM] | 4%[88.5 µM] | 12 | -24%[172 µM] | -2%[87.6 µM] | ? | -25%[174 µM]
COc1ccc(CN2Cc3cc(NC(=O)c4ccccc4)ccc3OC(C)C2=O)cc1 (configuration not stated) | 48%[activator] | -8% | -9 | ? | -11% | -4% | -28%
Cc1ccc(CC(=O)N2CCc3[nH]nc(C(=O)NCCCc4ccccc4)c3C2)cc1 | ? | i | -3 | ? | 7% | 1% | ?
COC(=O)CNC(=O)c1cc(-c2ccc(Cl)cc2Cl)c2nncn2n1 | -8% | 3% | 6 | i | -4% | / | i
O=C(Nc1ccc(F)cc1)Nc1ccc2snnc2c1 | 6% | / | -3 | / | -10% | / | /
Cc1cc2nc3n(c(=O)c2n1CC(=O)N1CCCc2ccccc21)CCCC3 | 21% | 5% | -15 | -22% | ? | 0% | -18%
O=C(C1CCN([S+](=O)([O-])c2cccc(C(F)(F)F)c2)CC1)N1CCCC(c2nc3ncccc3[nH]2)C1 (configuration not stated) | 0% | 4% | 2 | ? | 2% | / | ?
O=C(c1ccsc1)N1CC(n2cc(-c3ccccc3)nn2)C1 | ? | 0% | 14 | i | 1% | 5% | ?
O=C(C1CCCCC1)N1CCC(Cc2ccccc2)(C(=O)O)CC1 | 8% | -7% | 14 | -11% | 4% | / | ?
O=C1CC(c2c(F)cccc2Cl)c2c(ccc3ccccc23)N1 (configuration not stated) | ? | / | 4 | / | ? | / | /
CCN1C(=O)C2(CCN(S(=O)(=O)c3ccc(Cl)cc3C)CC2)c2ccccc21 | ? | -12% | 6 | 10µM* | -4% | -1% | ?
